Assay outcomes (PubChem)
CYP2C9 inhib = human CYP2C9 inhibition; inhibition, % at 5 µM; actives 20% (n = 96,000); CYP2C9 Supersomes, luciferin-H conversion, luminescence; P11712;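 active = blocking of liver enzyme CYP2C9 beyond about 50% at 5 µM, limit read from the data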; note: values of inactives mirror those of a sister screen read the other way
Target sequence (P11712 whole entry, looked up): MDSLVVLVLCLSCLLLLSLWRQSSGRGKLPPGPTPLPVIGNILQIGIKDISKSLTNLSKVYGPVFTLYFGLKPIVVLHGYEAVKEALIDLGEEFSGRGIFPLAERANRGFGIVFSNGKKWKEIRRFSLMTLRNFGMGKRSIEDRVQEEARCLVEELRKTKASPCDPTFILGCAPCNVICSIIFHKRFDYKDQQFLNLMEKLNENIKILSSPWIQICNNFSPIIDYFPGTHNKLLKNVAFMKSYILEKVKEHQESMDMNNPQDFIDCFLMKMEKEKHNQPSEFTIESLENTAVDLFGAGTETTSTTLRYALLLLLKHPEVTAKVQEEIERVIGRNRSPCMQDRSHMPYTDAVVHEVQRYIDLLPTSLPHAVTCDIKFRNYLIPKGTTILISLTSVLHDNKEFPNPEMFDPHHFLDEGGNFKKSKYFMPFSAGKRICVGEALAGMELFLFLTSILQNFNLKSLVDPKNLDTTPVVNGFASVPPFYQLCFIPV
CYP2C19 inhib = inhibitors of human CYP2C19 | CYP2C19 Supersomes, luciferin-H EGE luminescence, 30 min | inhibition, % at 5 µM | P33261 | AID 778 | actives 21% (n = 96,000);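 active = CYP2C19 inhibition above a set limit at 5 µM in the primary screen, cut at about 50% in these data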;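 note: plate controls were negative control wells for no effect and 2.5 mM tranylcypromine positive control for full effect; values of inactives mirror those of a sister screen read the other way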
Target sequence (P33261 whole entry, looked up): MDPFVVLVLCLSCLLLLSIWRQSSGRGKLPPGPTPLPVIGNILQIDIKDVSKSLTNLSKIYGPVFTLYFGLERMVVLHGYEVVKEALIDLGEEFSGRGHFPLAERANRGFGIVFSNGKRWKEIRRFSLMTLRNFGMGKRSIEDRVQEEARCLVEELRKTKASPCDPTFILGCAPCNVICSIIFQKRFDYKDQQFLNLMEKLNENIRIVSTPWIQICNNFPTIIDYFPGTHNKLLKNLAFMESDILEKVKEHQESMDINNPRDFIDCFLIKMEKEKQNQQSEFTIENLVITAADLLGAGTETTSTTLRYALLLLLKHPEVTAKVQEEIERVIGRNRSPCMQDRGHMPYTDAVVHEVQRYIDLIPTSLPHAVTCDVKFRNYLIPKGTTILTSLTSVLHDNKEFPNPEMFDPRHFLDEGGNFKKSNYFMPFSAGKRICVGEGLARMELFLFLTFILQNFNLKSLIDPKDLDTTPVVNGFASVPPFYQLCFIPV
VCAM1 TNFa inh = reduces TNF alpha induced VCAM1 expression in HUVEC. inhibition, % at 2 µM. AID 802. actives 0.48% (n = 95,000). HUVEC TNFa-induced VCAM-1 immunofluorescence, high-content imaging;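 active = inhibition above the batch mean plus 3 SD, with images confirmed as a hit by eye, cut at about 37% in these data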;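 note: 0% = TNF-stimulated DMSO wells and 100% = unstimulated control wells; not every result past the cut was called active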
CYP2C9 act = CYP2C9 (human) activation. P11712. recombinant CYP2C9, luciferin-H conversion, luminescence; active compounds read high; factor 1 = untreated enzyme, 0 = blocked. activation factor at 5 µM. actives 1.4% (n = 96,000). AID 1024;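 active = activation factor of 2 or more for CYP2C9 at a 5 µM dose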;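 note: 0 = sulfaphenazole-blocked wells and 1 = vehicle-only wells; values of inactives mirror those of a sister screen read the other way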
DAT uptake mod = modulates human dopamine transporter uptake under cocaine; AID 449768; actives 1.3% (n = 110,000); Q01959; LLC-PK1 hDAT cells, [14C]-dopamine uptake with cocaine IC80; actives deviate in either direction; B-score at 10 µM;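 active = Z score or B-score, a plate-position-corrected score, falls beyond the plate's 99.7% confidence bounds, in either direction; inactive = both scores lie inside the 99.7% bounds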;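 note: scored against the spread of the other compound wells on the same plate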
CYP2C19 act = cytochrome P450 2C19 (human) activation; recombinant CYP2C19, luciferin-H EGE luminescence; active compounds read high; 0 = fully inhibited enzyme, 1 = untreated enzyme; activation factor at 5 µM; 96,000 tested, under 10 active; AID 1025;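 active = activation factor of at least 2 at 5 µM in the primary screen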;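 note: 0 = wells with 2.5 mM tranylcypromine and 1 = vehicle-only wells; values of inactives mirror those of a sister screen read the other way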
IL1B cytotox = toxic to HUVEC cells under IL-1B stimulation | actives 0.41% (n = 94,000) | cell count reduction, % at 2 µM | HUVEC cell count loss, Hoechst imaging, IL-1B stimulated | AID 845;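 active = cell count reduction more than 3 SD above the screen-wide mean, cut at about 70% in these data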;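 note: normalized per plate to untreated control cells as the no-loss baseline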
TNFa cytotox = HUVEC cytotoxicity counter-screen, TNF alpha stimulated. HUVEC TNFalpha-stimulated, Hoechst cell count, imaging. cell count reduction, % at 2 µM. actives 0.17% (n = 93,000). AID 848;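 active = cell count reduction exceeding the screen mean by over 5 SD, scaled to untreated wells per plate, cut at about 78% in these data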;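 note: cells counted after 24 h of TNF alpha exposure following the 1 h pretreatment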
Candida biofilm = kills Candida albicans biofilms; AID 834; C. albicans biofilm + clotrimazole, Alamar Blue; actives 0.14% (n = 85,000); inhibition, % at 6 µM;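 active = inhibition above 20%; inactive = inhibition below 20%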;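 note: preformed 24 hr biofilms exposed to compound for 48 hr; 0% = biofilm without compound and 100% = blank killed by clotrimazole plus chlorhexidine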
* = called active by the depositor; x = not tested or not shown.

SMILES	CYP2C9 inhib	CYP2C19 inhib	VCAM1 TNFa inh	CYP2C9 act	DAT uptake mod	CYP2C19 act	IL1B cytotox	TNFa cytotox	Candida biofilm
COCCCn1c(SCC(=O)Nc2sc3c(c2C#N)CCCC3)nnc1-c1ccncc1	x	x	-0.4	x	1.35	x	42.0	-22.7	5.7
COc1ccc(CC(CC(=O)O)C(=O)Nc2ccccc2)cc1 (stereo unspecified)	9.6	11.4	-15.4	0.9	-0.431	0.9	8.9	-14.2	0.2
Cc1ccc(-c2csc(N/N=C/c3ccco3)n2)cc1	-8.7	-6.5	-14.9	1.1	-0.099	1.1	5.2	-5.2	x
CC(=O)c1cccc(N(C(=O)Cn2nnc3ccccc32)C(C(=O)NC2CCCCC2)c2cn(C)nc2C)c1 (stereo unspecified)	15.8	6.7	9.8	0.8	-0.249	0.9	-0.8	-33.1	1.0
CSc1c(-c2ccccc2)nc2ccc(Cl)cc2c1C(=O)O	81.4*	1.5	22.0	0.2	-0.389	1	53.0	1.3	x
Cc1ccc2[nH]c(-c3ccccc3)c(CN3CCN(C)CC3)c(=O)c2c1	-8.8	-0.1	7.6	1.1	-0.134	1	-41.7	-19.1	9.3
O=C(CSc1nc2ncccc2[nH]1)NCc1ccccc1	-23.7	30.3	-9.1	1.2	0.0286	0.7	11.4	-6.3	3.3
COc1ccc(F)c(C2C(C#N)=C(N)Oc3n[nH]c(C(C)(C)C)c32)c1 (stereo unspecified)	42.0	69.6*	15.0	0.6	-0.624	0.3	-44.2	-18.1	0.1
O=C(Cc1ccccc1)CC1(O)C(=O)Nc2ccccc21 (stereo unspecified)	-29.5	12.3	-3.4	1.3	0.285	0.9	-25.7	-5.4	9.9
CCN1CCN(CC(=O)Nc2ccc3c(c2)OCCO3)C(=O)C1=O	26.3	7.9	x	0.7	1.31	0.9	x	x	-4.2
O=C(NCC(=O)N(c1cnc2ccccc2c1)C(C(=O)NC1CCCC1)c1ccncc1)c1ccco1 (stereo unspecified)	x	x	10.9	x	0.325	x	13.2	-6.2	7.9
CC(=O)NC(Cc1ccc(F)cc1)C(=O)O (stereo unspecified)	6.7	-5.1	6.1	0.9	-0.111	1.1	-43.4	-22.6	2.5
Nn1c(Nc2ccccc2)nc2ccccc2c1=O	3.2	-0.7	1.5	1	1.8	1	1.3	-20.5	6.1
Cn1c(SC/C=C/c2ccccc2)nnc1-c1cnccn1	5.1	23.4	-16.8	0.9	0.0719	0.8	17.5	-6.7	-1.5
CCN(CC)CC(C(=O)N(CC)CC)P(=O)(c1ccccc1)c1ccccc1 (stereo unspecified)	-6.0	-10.5	5.4	1.1	-0.601	1.1	15.5	-1.9	-1.1
CCn1c(=N)n(CC(=O)c2ccc(OC)c(OC)c2)c2ccccc21	-15.5	1.5	-5.6	1.2	-0.36	1	-25.8	-23.8	x
COC(CNC(=O)c1cc(C(=O)c2c(-c3c(Cl)cccc3Cl)noc2C)c[nH]1)OC	23.3	13.4	19.8	0.8	-0.018	0.9	-3.6	1.5	x
COC(=O)c1ccccc1NC(=O)CN(Cc1ccccc1)S(C)(=O)=O	27.6	17.1	7.5	0.7	0.563	0.8	-16.3	-7.8	-2.1
CCCc1c(C)c2ccc(OCC(C)=O)cc2oc1=O	19.2	38.0	-13.1	0.8	0.0359	0.6	-17.0	-30.7	-1.8
CCCOC(=O)/C(C)=N\NC(=O)c1ccco1	2.6	8.6	1.4	1	0.439	0.9	9.0	-5.2	6.0
Cc1cc(=O)[nH]c(Nc2ccc(C(=O)OC(C)C)cc2)n1	27.0	25.9	x	0.7	-0.72	0.7	x	x	-1.4
O=C(CSc1nnc(Cn2cnc3ccccc32)o1)Nc1cccc2ccccc12	24.7	4.6	3.9	0.8	-0.243	1	-10.6	12.1	2.6
O=C(CN(C1CCCCC1)S(=O)(=O)c1ccccc1)N1CCCC1	51.2*	16.5	27.4	0.5	-0.266	0.8	-15.2	-19.6	-2.8
COc1ccc(C(CNC(=O)c2ccc(OCC3CCCO3)cc2)N2CCOCC2)cc1 (stereo unspecified)	33.6	25.8	-4.8	0.7	-0.781	0.7	-13.2	-32.7	3.4
C=CCc1ccc(OCC(O)CN2CCC(Cc3ccccc3)CC2)c(OC)c1 (stereo unspecified)	-6.8	54.6*	-3.3	1.1	0.067	0.5	-113.7	-23.4	0.2
CN1CCN(NC(=O)c2cccc(F)c2)CC1	-24.9	-18.6	7.1	1.2	-1.84	1.2	7.8	-25.6	x
CC1(C)CC(=O)C2=C(C1)Nc1ncnn1C2c1ccccn1 (stereo unspecified)	-0.5	-1.7	7.1	1	1.41	1	9.7	-15.0	3.4
COC(=O)C1=C(C)N(c2ccc(S(N)(=O)=O)cc2)C(=O)C1	-9.2	-6.0	11.2	1.1	0.8	1.1	-4.1	-17.5	x
COC(=O)c1cccc(-n2cnnn2)c1	x	x	3.3	x	0.0216	x	3.7	-2.3	8.8
O=C(OCC(=O)N1CCc2ccccc21)c1cccnc1	33.1	76.7*	10.1	0.7	-0.000339	0.2	7.2	3.5	5.4
O=C(N/N=C/c1ccco1)c1cc(-c2ccccc2)n[nH]1	x	x	-15.4	x	1.07	x	-46.5	-6.7	1.9
COc1cccc(CNC(=O)C23CN(Cc4ccccc4)CC2C(c2ccc([N+](=O)[O-])cc2)=NO3)c1 (stereo unspecified)	10.9	39.0	0.8	0.9	-0.0318	0.6	-14.9	-17.8	x
COc1ccccc1CNS(=O)(=O)c1ccc2c(c1)oc(=O)n2C	-188.2	97.7*	-0.5	2.9*	-0.00303	0	-15.1	7.5	6.9
COc1ccc(Cl)cc1NC(=O)c1ccoc1C	-164.6	14.6	-6.2	2.6*	-0.688	0.9	-4.9	10.8	-1.0
O=C(OCC(=O)N1CCN(c2ccccc2)CC1)c1ccccn1	-11.5	14.7	7.5	1.1	-0.00795	0.9	-12.5	-6.3	6.8
COC(=O)CSc1nnc(-c2cccnc2)n1-c1cccc(OC)c1	12.7	31.4	33.3	0.9	0.364	0.7	-54.9	-38.5	4.6
Cc1ccc2[nH]c(=O)c(CN(Cc3cccnc3)Cc3nnnn3CCN3CCOCC3)cc2c1	16.1	27.2	-4.8	0.8	0.498	0.7	-16.3	-6.5	7.3
CCOC(=O)c1c(CC(C)C)csc1NC(=O)CCl	61.7*	22.5	9.4	0.4	x	0.8	17.1	-19.0	x
O=C(O)CCC(=O)N1CCN(c2cccc(Cl)c2)CC1	-23.6	5.5	-1.5	1.2	-1.52	0.9	7.4	-14.4	6.1
Cc1ccc(P(=O)(CC(=O)O)c2ccc(C)cc2)cc1	6.7	0.6	7.9	0.9	-0.474	1	-8.0	-17.5	11.4

Sorted by formula weight (highest first): some entries from above
SMILES	CYP2C9 inhib	CYP2C19 inhib	VCAM1 TNFa inh	CYP2C9 act	DAT uptake mod	CYP2C19 act	IL1B cytotox	TNFa cytotox	Candida biofilm
COc1ccc(C(CNC(=O)c2ccc(OCC3CCCO3)cc2)N2CCOCC2)cc1 (stereo unspecified)	33.6	25.8	-4.8	0.7	-0.781	0.7	-13.2	-32.7	3.4
CC1(C)CC(=O)C2=C(C1)Nc1ncnn1C2c1ccccn1 (stereo unspecified)	-0.5	-1.7	7.1	1	1.41	1	9.7	-15.0	3.4
COC(=O)c1cccc(-n2cnnn2)c1	x	x	3.3	x	0.0216	x	3.7	-2.3	8.8

(cont.)
SMILES	CYP2C9 inhib	CYP2C19 inhib	VCAM1 TNFa inh	CYP2C9 act	DAT uptake mod	CYP2C19 act	IL1B cytotox	TNFa cytotox	Candida biofilm
O=C(C1CCCN(S(=O)(=O)c2ccc(F)cc2)C1)N1CCCC1 (stereo unspecified)	-8.0	8.2	10.3	1.1	0.419	0.9	-8.0	-20.0	x
COc1ccc(-c2nc(CSCC(=O)N3CCN(C4CCCCC4)CC3)c(C)o2)cc1OC	x	x	-3.7	x	0.688	x	15.7	5.8	8.3
CC1CCCC(C)N1C(=O)CSc1nnc(-c2c[nH]c3ccccc23)o1 (stereo unspecified)	-8.3	27.5	x	1.1	0.00237	0.7	-1.5	x	6.0
Cc1nc2nc(COc3ccccc3)[nH]n2c(=O)c1C	1.1	-11.1	-8.9	1	0.235	1.1	-11.3	-5.2	3.6
COc1cccc(CN2CCN(C(=O)CC(C)C)CC2)c1	-7.6	38.7	x	1.1	1.53	0.6	x	x	6.6
CN(C(=O)CN1C(=O)c2ccccc2S1(=O)=O)c1ccccc1C(=O)O	-11.2	-19.3	3.6	1.1	-1.64	1.2	11.3	-4.4	6.7
O=C(NC1c2ccccc2-c2ccccc21)N1CCOCC1	-7.8	10.2	x	1.1	-0.704	0.9	x	x	7.4
CC(=O)NC1C(=O)N=C(SCC(=O)NC2CCCCC2)NC1=O (stereo unspecified)	-0.5	0.3	18.3	1	-1.22	1	-35.0	-0.6	4.6
O=C(CSCc1ccc(F)cc1)N1CCOCC1	15.9	55.9*	-15.6	0.8	-1.08	0.4	10.9	-16.2	1.9
COc1ccc(NC(=O)CN2CCC3(O)CCCCC3C2c2cc(OC)ccc2OC)cc1 (stereo unspecified)	79.9*	71.0*	1.0	0.2	1.36	0.3	23.0	-25.7	2.4
CCOC(=O)c1ccccc1NC(=O)Cn1cnc2c(oc3ccccc32)c1=O	42.7	15.4	-1.6	0.6	-0.027	0.8	-44.8	2.4	9.6
O=C(CCNc1ccccc1)c1cccc([N+](=O)[O-])c1	28.6	67.1*	-8.4	0.7	x	0.3	-17.2	-11.8	x
O=C(OCCN=C1NS(=O)(=O)c2ccccc21)c1cccnc1	15.5	12.3	1.1	0.8	0.145	0.9	-12.9	-33.6	2.4
COc1ccc(NC(=O)c2oc3ccccc3c2NC(=O)c2ccco2)c(OC)c1	35.7	10.0	-15.2	0.6	0.814	0.9	-9.5	-17.3	6.5
CC(=O)NC(C)(C)C1CC=C(C)/C(=N\O)C1 (stereo unspecified)	-8.6	2.5	15.9	1.1	-0.0606	1	-0.8	-14.1	5.4
CSc1ccccc1C(=O)Nc1cccc(C)c1	2.0	18.2	8.2	1	1.08	0.8	-10.7	-11.4	10.6
COc1ccc(S(=O)(=O)N2CCN(C(=O)c3cccs3)CC2)cc1OC	-35.4	43.6	x	1.4	-1.13	0.6	x	x	2.9
Cc1ccccc1S(=O)(=O)NC1OC(=O)C(Cl)=C1Cl (stereo unspecified)	-10.1	-20.9	-5.3	1.1	-0.285	1.2	-22.4	-7.3	7.0
COc1ccc(S(=O)(=O)N2CCC(C(=O)Nc3cccc(Cl)c3)CC2)cc1OC	-9.0	52.9*	-0.9	1.1	-0.422	0.5	-17.0	-43.0	x
COc1cccc(CN2C(=O)N(C(C)C)C(N(O)C(=O)NC(C)C)C2(C)C)c1OC (stereo unspecified)	10.8	-1.0	8.2	0.9	-0.346	1	4.7	0.0	3.6
COc1ccc(CNc2oc(-c3ccccc3)nc2C#N)cc1	83.6*	27.1	x	0.2	-0.818	0.7	x	x	14.3
Cc1nc(=O)c(-c2ccccc2)c(C)n1-c1ccc(O)cc1	-2.1	54.0*	1.1	1	0.611	0.5	-9.5	5.4	2.0
Cc1ccccc1OCC(O)Cn1c(=N)n(CCN2CCOCC2)c2ccccc21 (stereo unspecified)	57.2*	1.3	21.1	0.4	0.48	1	10.0	21.0	-1.1
COc1ccc(-c2c(C)n([O-])c3c([n+]2=O)CCC3)cc1OC	-19.8	-12.1	8.7	1.2	-1.13	1.1	-1.4	-11.1	4.8
Cc1ccccc1OCC(=O)N(Cc1ccc(N(C)C)cc1)C1CCS(=O)(=O)C1 (stereo unspecified)	12.6	22.5	0.1	0.9	0.667	0.8	-11.5	23.2	-1.9
Cc1nn(-c2ccccc2)c(Cl)c1/C=C1\N=C(c2ccccc2)OC1=O	x	x	9.9	x	x	x	-27.7	-29.2	4.0
